NPY2 pot ag: potentiates or activates human NPY-Y2 receptor | P49146 | cells expressing NPY-Y2, potentiator/agonist read-out | activation, % at 3.6 µM | hit rate 0.45% among 220,000 | AID 1359; in the data active means activation above about 27%;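 further: cells stimulated with NPY near EC25 plus isoproterenol at EC100; 0% = vehicle plus submaximal agonist and 100% = vehicle plus saturating agonist; some results beyond the cut were filed as inactive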
Target sequence (P49146 whole entry, looked up): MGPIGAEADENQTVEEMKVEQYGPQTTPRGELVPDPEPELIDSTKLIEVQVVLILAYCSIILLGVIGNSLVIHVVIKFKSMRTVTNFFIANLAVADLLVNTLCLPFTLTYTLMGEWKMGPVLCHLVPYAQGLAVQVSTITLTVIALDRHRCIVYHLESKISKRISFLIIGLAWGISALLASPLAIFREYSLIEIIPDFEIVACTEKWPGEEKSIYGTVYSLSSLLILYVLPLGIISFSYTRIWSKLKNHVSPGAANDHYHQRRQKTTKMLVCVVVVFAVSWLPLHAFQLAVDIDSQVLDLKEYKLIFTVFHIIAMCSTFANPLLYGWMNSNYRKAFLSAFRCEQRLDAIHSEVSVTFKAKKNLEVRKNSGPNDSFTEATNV
Mdm2 ligase inh: inhibitors of human Mdm2 E3 ubiquitin ligase; Q00987; cell-based MDM2 ubiquitination luciferase reporter, 2 h; 0 = plate control, 100 = twice control, blank-subtracted; signal enhancement, % at 5 µM; hit rate 0.11% among 210,000; AID 1230;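 active means signal enhancement of 30% or more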;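 further: luminescence tracks abundance of the self-degrading MDM2-luciferase fusion protein; higher signal means inhibition of MDM2 E3 ligase activity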
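test system = mammalian cells stably expressing self-ubiquitinating, self-degrading MDM2 E3–luciferase fusion | quantity = 2000 cells/well | incubation = cell settling 4 h, compound treatment 2 h, both 37 °C | signal = luminescence with SteadyLite reagent, 15 min at room temperature | evaluation = % enhancement relative to plate controls after blank subtraction | benchmarks = plate controls and plate blanks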
p97 inhibitor: human p97 ATPase inhibition. P55072. recombinant p97 ATPase, Kinase-Glo ATP luminescence, 3 h. inhibition, % at 8 µM. hit rate 0.42% among 220,000; in the data active means inhibition above about 15%;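 further: 0% = DMSO vehicle and 100% = wells lacking enzyme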
Hck-Nef inh: blocks Nef-activated human Hck kinase; P08631; Recombinant Hck-YEEI plus Nef, Z-Lyte FRET kinase assay; inhibition, % at 20 µM; hit rate 0.68% among 220,000; AID 463187;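 active means Hck-Nef kinase inhibition above about 50%, limit read from the data; inactive means inhibition below that limit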;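 further: 0% = DMSO with Hck plus Nef and 100% = Hck alone without Nef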
RBBP9 inhibitor: blocks human serine hydrolase RBBP9. recombinant RBBP9, FP-Rh probe fluorescence polarization. inhibition, % at 7.94 µM. hit rate 0.2% among 220,000. AID 1515;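 active means inhibition above the campaign mean of all tested compounds plus 3 SD, cut at about 14% in these data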;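 further: plate controls were DMSO wells with RBBP9 for no effect and wells lacking RBBP9 protein for full effect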
Target sequence (O75884 whole entry, looked up): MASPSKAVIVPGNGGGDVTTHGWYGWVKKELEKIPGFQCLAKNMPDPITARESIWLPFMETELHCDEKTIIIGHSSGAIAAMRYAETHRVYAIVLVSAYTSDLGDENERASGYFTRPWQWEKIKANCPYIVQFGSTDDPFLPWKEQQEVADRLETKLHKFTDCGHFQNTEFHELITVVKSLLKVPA
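Controls: DMSO-treated enzyme wells and wells lacking RBBP9 | Material: RBBP9 protein | Technique: Fluorescence polarization | Replication: Single well per compound, no replicates | Buffer or medium: Tris-NaCl-Pluronic buffer, pH 8.0 | Timing: 30 min compound preincubation, 45 min probe labeling, 25 °C | Read-out basis: Percent inhibition from mP, scaled between DMSO and no-protein wells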
Runt-SMMHC FRET: Runt domain-CBFb-SMMHC interaction inhibition; inhibition, % at 20 µM; Q01196+Q13951; Cerulean-Runt/Venus-CBFb-SMMHC FRET ratio 530/480, 1 h; hit rate 0.74% among 220,000; AID 1434;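 active means mean inhibition across duplicate retests at 20 µM reaching about 50%, limit read from the data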;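 further: 0% = DMSO wells and 100% = wells with excess untagged CBFb-SMMHC; inhibitors lower the FRET ratio by blocking Runt binding to CBFb-SMMHC; some results filed as inactive read as strong as hits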
NPY Y1 blocker: antagonists of human neuropeptide Y receptor Y1; P25929; HEK293-CNG Y1 cells, membrane potential fluorescence; NPY at EC95, then isoproterenol; inhibition, % at 3.6 µM; hit rate 1% among 200,000; AID 1040;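 active means inhibition above the campaign mean inhibition of all tested compounds plus 3 SD, cut at about 20% in these data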;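 further: 0% = DMSO wells given NPY plus isoproterenol and 100% = isoproterenol alone without NPY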
Target sequence (P25929 whole entry, looked up): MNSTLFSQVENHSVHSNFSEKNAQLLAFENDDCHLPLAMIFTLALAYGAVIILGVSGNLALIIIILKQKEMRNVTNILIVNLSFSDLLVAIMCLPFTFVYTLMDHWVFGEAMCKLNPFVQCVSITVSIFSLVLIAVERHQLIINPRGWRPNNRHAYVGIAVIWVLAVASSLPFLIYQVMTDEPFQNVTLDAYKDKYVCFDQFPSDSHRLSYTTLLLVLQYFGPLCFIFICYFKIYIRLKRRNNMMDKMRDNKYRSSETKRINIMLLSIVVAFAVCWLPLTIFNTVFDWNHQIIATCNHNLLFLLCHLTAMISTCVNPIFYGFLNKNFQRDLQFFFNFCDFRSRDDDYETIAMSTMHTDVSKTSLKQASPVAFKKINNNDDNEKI
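Assay system: HEK293 cells with Y1 receptor plus CNG channel | Probe or stimulus: NPY (25 nM), isoproterenol (1 µM), Ro 20-1724 (25 µM) | Timing: Compound incubation 1 h at room temperature, readout 45 min post-stimulation | Measured by: Membrane-potential fluorescent dye readout | Benchmarks: High control isoproterenol alone, low control NPY with isoproterenol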
Runt-CBFb FRET: Runt domain-CBFb interaction inhibition. Q01196+Q13951. Cerulean-Runt/Venus-CBFb FRET ratio 530/480, 1 h. inhibition, % at 20 µM. hit rate 0.46% among 220,000;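 active means inhibition over about 50% at 20 µM in the single-dose screen, limit read from the data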;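 further: 0% = DMSO wells and 100% = excess unlabeled CBFb competitor control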
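Assay system: Cerulean-Runt domain fusion protein, energy donor; Signal: fluorescence energy transfer, 422 nm excitation, 530/480 nm emission; Timing: 1 h compound exposure, room temperature; Control set: unlabeled CBFb; Medium: Tris buffer pH 7.5 with salts and BSA; Compound: single test concentration of 20 µM, 1% DMSO final; Probe or stimulus: Venus-CBFb 100 nM.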
NPY1 pot ag: potentiators or agonists of human neuropeptide Y receptor Y1; hit rate 0.37% among 220,000; AID 1304; P25929; activation, % at 3.6 µM; NPY-Y1 expressing cells, potentiator/agonist activation; in the data active means activation above about 33%, passing the limit was not always enough;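 further: cells stimulated with NPY at EC10 then isoproterenol at EC100; 0% = low agonist plus stimulus and 100% = saturating agonist plus stimulus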
Numbers without * were called inactive; / = no result given.

SMILES	NPY2 pot ag	Mdm2 ligase inh	p97 inhibitor	Hck-Nef inh	RBBP9 inhibitor	Runt-SMMHC FRET	NPY Y1 blocker	Runt-CBFb FRET	NPY1 pot ag
COc1ccc(NC(=O)CSc2nnc(CCC(=O)O)c(=O)n2N)cc1	-13	-19	-2	22	-3	3	2	1	-3
Cc1nc2c(c(=O)c3ccccc3n2C)c(=O)n1-c1ccccc1	14	-14	0	-1	-4	3	/	2	-2
CCCCNC(=O)CS(=O)Cc1nc(-c2cccc(Cl)c2)oc1C (stereo unspecified)	-11	-4	3	2	-9	1	3	-4	7
O=C(COC(=O)c1c(F)cccc1F)c1ccc[nH]1	-9	-12	4	4	2	0	/	-2	-13
O=C(Nc1nc(-c2ccccc2)cs1)c1ccc2c(=O)n3c(nc2c1)CCCCC3	-5	-1	5	5	-5	-4	4	-3	-14
CCCc1nnc(NC(=O)CCN2C(=O)c3ccccc3C2=O)s1	0	-9	-6	-2	-7	-1	2	2	-24
Cc1ccc(NC(=O)N(CCC#N)Cc2ccccc2)cc1	6	-2	4	2	4	2	/	-1	-2
O=C(O)CC(NC(=O)C12CC3CC(CC(C3)C1)C2)c1cc([N+](=O)[O-])ccc1Cl (stereo unspecified)	-3	8	0	27	4	-1	2	0	-12
CC1(C(=O)O)Cc2ccccc2C(=O)O1 (stereo unspecified)	-15	3	3	-17	-9	-1	-1	4	-24
COC(=O)N/N=C/c1cn(Cc2c(Cl)cccc2Cl)c2ccccc12	8	5	6	4	-5	5	-3	-4	-8
COc1cc(NC(=O)CN2C(=O)C(c3ccccc3)=NC2(C)C)cc(OC)c1	11	-5	4	15	-2	13	3	1	12
COc1ccc(CCNC2=C(Cl)C(=O)N(Cc3ccccc3)C2=O)cc1OC	12	-3	0	-4	-4	92*	-4	-10	2
CN(C)S(=O)(=O)c1ccc(NC(=O)COC(=O)C2COc3ccccc3O2)cc1 (stereo unspecified)	-2	-39	6	1	1	1	-3	-1	7
Cc1[nH]c2ccccc2c1Cc1nnc(SCC(N)=O)o1	8	-11	5	-4	7	49	4	5	9
Cc1nnc(SCc2ccc3c(c2)OCO3)s1	9	-7	1	1	3	-1	0	5	-23
COc1ccccc1C(=O)Nc1ccc2c(c1)OCCO2	5	-18	0	3	-8	-11	7	-1	7
O=C(CCn1c(=O)[nH]c2ccsc2c1=O)NCCc1ccc(Cl)cc1	3	-4	1	6	1	-3	1	1	-4
O=Cc1cn(CCC(=O)O)nc1-c1cccc(Br)c1	2	-5	7	16	-2	3	4	2	6
O=C(CC1C(=O)NCCN1CC(c1ccccc1)c1ccccc1)NCCc1cn[nH]c1 (stereo unspecified)	5	3	2	2	-5	-5	0	-3	1
Cc1cccc(C)c1NC(=O)/C(=C/c1ccco1)c1ccccc1	3	4	-7	8	-10	1	0	0	-1
CCOc1ccc(S(=O)(=O)NN2Cc3ccccc3C2=N)cc1	2	-8	4	24	-3	-4	-1	1	-4
CCN(CC)S(=O)(=O)N1CCN(S(=O)(=O)N2CCOCC2)CC1	0	-14	9	39	2	-2	6	1	11
COc1cccc(-c2cc(C(=O)Nc3cc(C)on3)no2)c1	-1	-17	2	-2	-7	-5	-6	-2	-11
COC(=O)CCC(=O)NC(=S)Nc1cc(Cl)ccc1Cl	-14	-2	-2	1	-1	-3	3	-1	2
COc1cc(/C=N/O)ccc1Oc1ccc([N+](=O)[O-])cc1[N+](=O)[O-]	13	1	2	37	-11	2	1	2	17

Molecules above containing a halogen, in the order listed:
SMILES	NPY2 pot ag	Mdm2 ligase inh	p97 inhibitor	Hck-Nef inh	RBBP9 inhibitor	Runt-SMMHC FRET	NPY Y1 blocker	Runt-CBFb FRET	NPY1 pot ag
CCCCNC(=O)CS(=O)Cc1nc(-c2cccc(Cl)c2)oc1C (stereo unspecified)	-11	-4	3	2	-9	1	3	-4	7
O=C(COC(=O)c1c(F)cccc1F)c1ccc[nH]1	-9	-12	4	4	2	0	/	-2	-13
O=C(O)CC(NC(=O)C12CC3CC(CC(C3)C1)C2)c1cc([N+](=O)[O-])ccc1Cl (stereo unspecified)	-3	8	0	27	4	-1	2	0	-12
COC(=O)N/N=C/c1cn(Cc2c(Cl)cccc2Cl)c2ccccc12	8	5	6	4	-5	5	-3	-4	-8
COc1ccc(CCNC2=C(Cl)C(=O)N(Cc3ccccc3)C2=O)cc1OC	12	-3	0	-4	-4	92*	-4	-10	2
O=C(CCn1c(=O)[nH]c2ccsc2c1=O)NCCc1ccc(Cl)cc1	3	-4	1	6	1	-3	1	1	-4
O=Cc1cn(CCC(=O)O)nc1-c1cccc(Br)c1	2	-5	7	16	-2	3	4	2	6
COC(=O)CCC(=O)NC(=S)Nc1cc(Cl)ccc1Cl	-14	-2	-2	1	-1	-3	3	-1	2

Following part
SMILES	NPY2 pot ag	Mdm2 ligase inh	p97 inhibitor	Hck-Nef inh	RBBP9 inhibitor	Runt-SMMHC FRET	NPY Y1 blocker	Runt-CBFb FRET	NPY1 pot ag
C/C(=N\NC(=O)c1c(-c2ccccc2Cl)noc1C)c1cccc(NC(=O)C(C)C)c1	-10	-8	-3	3	-5	-1	-4	-3	-26
O=C(NNC(=O)C(c1ccccc1)c1ccccc1)c1ccccn1	-12	-1	4	4	-4	5	-7	1	3
CCC(=O)c1ccc(OCC(O)CN(C)C2CCCCC2)cc1 (stereo unspecified)	16	2	4	4	-1	-3	1	1	3
C/C(CS(=O)(=O)c1ccc(Cl)cc1)=N/NC(N)=S	-4	-2	9	21	-5	-5	5	4	20
Fc1cccc(Cl)c1-c1nnc2ccc(N3CCOCC3)nn12	3	-10	-4	-2	-11	-1	-3	44	-5
CC(C)C(CCN1C(=O)c2ccccc2C1=O)c1ccco1 (stereo unspecified)	9	-19	5	4	10	-1	5	2	-7
CCOc1cc(NC(=O)C2CCCCC2)c(OCC)cc1NC(=O)c1ccco1	-19	-22	-2	-2	-5	-2	4	-6	-13
Oc1ccc(Cl)cc1-c1cc(-c2ccccc2)n[nH]1	10	-11	2	20	-19	0	-3	0	28
O=C(COC(=O)COc1ccc(Nc2ccccc2)cc1)NCc1ccco1	-3	-10	8	12	11	-2	5	-4	4
Oc1c(Br)cc(Br)cc1/C=N/N1CCN(Cc2ccccc2)CC1	3	-11	2	1	-4	2	-3	-1	-1
Cc1ccc(-c2nsc(SCC(=O)NCC3CCCO3)n2)cc1 (stereo unspecified)	-12	-10	0	6	-4	0	-2	-1	-5
Cc1ccc(NC(=O)C2CC(=O)N(c3ccc4c5c(cccc35)CC4)C2)cc1 (stereo unspecified)	-9	-6	-5	-1	-10	-2	0	-2	0
CCOC(=O)c1cnn(-c2ccccc2)c1NC(=O)c1ccccc1	-1	-19	-1	-4	-4	1	-2	-1	0
COCCCNc1ncnc2c1cnn2-c1ccc(C)cc1C	4	-14	-1	-1	-11	5	-3	0	0
COc1ccc(C(CCN2CCCC(C)C2)c2c(OC)cc(OC)c3c2OC(=O)CC3c2cc(OC)c(OC)c(OC)c2)cc1 (stereo unspecified)	/	9	/	26	/	1	/	1	/
CCOC(=S)SCC(=O)N1CCc2cc(OC)ccc2C1C1C(=O)CCCC1=O (stereo unspecified)	-3	-4	3	0	-2	4	0	2	-10
CCOC(=O)c1[nH]c(C)c(C(=O)NCc2ccc(OC)cc2)c1C	-5	-22	-4	0	-1	-1	6	1	-4
CN=c1scc(C)n1/N=C/c1ccc(O)c(O)c1O	2	-6	0	0	5	17	-3	44	-26
COc1ccc(NC(=S)NCc2ccc3c(c2)cc(C)n3C)cc1	-2	/	2	-5	-10	0	5	-4	2
CNC(=S)N(CCc1c(C)[nH]c2ccc(C)cc12)Cc1ccco1	20	/	3	10	9	1	-1	0	22
O=CN1CCN(C(=O)c2ccccc2Cl)CC1	-16	-23	1	0	3	-3	6	0	6
COc1ccc(/C=N/n2c(=O)[nH]c3c([nH]c4ccc(Br)cc43)c2=O)cc1CN1CCOCC1	-6	-1	-4	23	-7	-4	4	1	3
CCCS(=O)(=O)N1CCCC(C(=O)NCC2CCCO2)C1 (stereo unspecified)	6	-21	-4	0	-3	2	-4	0	-4
CC(=O)C1=C(NC(=O)c2ccc(C(F)(F)F)cc2)C[C@@H]2[C@H]1C2(C)C	-23	/	-2	24	-2	-2	/	-1	-1
O=C(NCCCN1CCOCC1)C1CCC(=O)N1CCc1ccccc1 (stereo unspecified)	3	-5	-1	-1	3	-2	0	0	1
Cc1cccc(Cn2c(NCC(C)O)nc3c2c(=O)n(C)c(=O)n3C)c1 (stereo unspecified)	2	4	6	2	-4	1	0	2	-37
COc1ccc(C(=O)NCc2ccccn2)cc1	-8	/	0	0	-10	1	-5	-1	2
C=CCn1c(COc2ccccc2)nnc1SCC(=O)NCC(=O)OCC	-1	2	-4	-1	-9	1	7	0	-2

Random excerpt: four entries already listed
SMILES	NPY2 pot ag	Mdm2 ligase inh	p97 inhibitor	Hck-Nef inh	RBBP9 inhibitor	Runt-SMMHC FRET	NPY Y1 blocker	Runt-CBFb FRET	NPY1 pot ag
CCCS(=O)(=O)N1CCCC(C(=O)NCC2CCCO2)C1 (stereo unspecified)	6	-21	-4	0	-3	2	-4	0	-4
C=CCn1c(COc2ccccc2)nnc1SCC(=O)NCC(=O)OCC	-1	2	-4	-1	-9	1	7	0	-2
O=C(NNC(=O)C(c1ccccc1)c1ccccc1)c1ccccn1	-12	-1	4	4	-4	5	-7	1	3
Fc1cccc(Cl)c1-c1nnc2ccc(N3CCOCC3)nn12	3	-10	-4	-2	-11	-1	-3	44	-5
